G9a block – blocks human histone lysine methyltransferase G9a. AID 504332. 350,000 compounds, 8.8% hits. Potency, µM (doses to about 102 µM), without a hit: at the top dose activity, negative = inhibition, hits mostly inhibitors. G9a H3K9 monomethylation, AlphaScreen, 2 h. Q96KQ7; further: on the % scale 0 is the no-effect control and ±100 the full control effect; nearly all actives have a fitted effect of over 75% in size
Target sequence (Q96KQ7 913-1193 limits assumed): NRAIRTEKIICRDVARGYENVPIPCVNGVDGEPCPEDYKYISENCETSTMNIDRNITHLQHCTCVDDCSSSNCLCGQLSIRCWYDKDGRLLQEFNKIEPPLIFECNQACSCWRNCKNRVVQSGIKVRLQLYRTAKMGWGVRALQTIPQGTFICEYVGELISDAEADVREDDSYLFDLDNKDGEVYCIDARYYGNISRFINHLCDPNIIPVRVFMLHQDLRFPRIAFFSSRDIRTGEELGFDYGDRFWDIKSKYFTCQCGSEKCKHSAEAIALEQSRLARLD
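AlphaScreen detection with an anti-monomethyl H3K9 antibody quantified product after a 2 h room-temperature reaction containing 500 nM biotinylated H3K9 peptide, 20 µM SAM and 20 nM enzyme, which had been preincubated 15 min with compound.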
Pol iota inh – inhibitors of human DNA polymerase iota | Q9UNA4 | Pol iota fluorescent replication assay, 10 min | Potency, µM (highest dose often 115 µM), for the others: at the top dose activity, negative = inhibition, actives largely listed as inhibitors | 390,000 compounds, 1% hits | AID 588590
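Pol iota at 10 nM preincubated 15 min with compounds at room temperature; reaction started with fluorescent substrate, 50 nM final. Fluorescence read kinetically at 0 and 10 min; buffer-only wells as negative control.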
APEX1 inh – inhibitors of human APE1 endonuclease | AID 2517 | recombinant APE1, TAMRA/BHQ-2 abasic DNA cleavage fluorescence | 350,000 compounds, 0.35% hits | Potency, µM (doses to about 65.8 µM), for the others: at the top dose activity change, negative = inhibition, usual class: inhibitors | P27695;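 further: plate controls were vehicle for no effect and reference inhibitor for full effect; nearly all actives have a fitted effect of over 55% in size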
Target sequence (P27695 whole entry, looked up): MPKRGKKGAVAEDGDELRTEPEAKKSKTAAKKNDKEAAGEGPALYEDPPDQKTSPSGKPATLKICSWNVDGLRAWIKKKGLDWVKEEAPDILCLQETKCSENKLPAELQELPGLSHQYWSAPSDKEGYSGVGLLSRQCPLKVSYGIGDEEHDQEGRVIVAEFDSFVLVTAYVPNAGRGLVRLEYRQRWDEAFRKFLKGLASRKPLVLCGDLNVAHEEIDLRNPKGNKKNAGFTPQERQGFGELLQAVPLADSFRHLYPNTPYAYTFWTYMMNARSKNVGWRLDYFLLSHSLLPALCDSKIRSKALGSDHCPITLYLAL
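Readout is kinetic fluorescence (ex 525, em 598 nm) from cleavage of 50 nM TAMRA/BHQ-2 THF abasic duplex by 0.75 nM APE1, compound added 15 min beforehand at RT.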
Pol kappa inh – inhibitors of human DNA polymerase kappa. Q9UBT6. purified Pol kappa, fluorescent DNA synthesis assay, 10 min. Potency, µM (series often up to 107 µM), without a hit: at the highest dose activity, negative = inhibition, hits mostly inhibitors. 400,000 compounds, 0.53% hits; further: on the % scale 0 is the no-effect control and ±100 the full control effect
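10 nM Pol kappa preincubated 15 min at room temperature with compounds, then reaction started with substrate at 50 nM final. Fluorescence read kinetically at 0 and 10 min; buffer-only wells served as negative control.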
BAZ2B inh – blocks human BAZ2B; AlphaScreen BAZ2B-H3K14Ac peptide displacement; Potency, µM (doses to about 114 µM), inactives show top-dose activity change, negative = inhibition, hits mostly inhibitors; 360,000 compounds, 4.4% hits; AID 504333; further: on the % scale 0 is the no-effect control and ±100 the full control effect; nearly all actives have a fitted effect of over 60% in size
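AlphaScreen luminescence quantifies BAZ2B engagement of H3K14Ac peptide; the protein and biotinylated peptide are both at 50 nM final, buffer PBS pH 7.4 with 0.01% Tween-20, all steps at room temperature.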
JMJD2A Tudor inh – JMJD2A Tudor domain (human) inhibition; O75164; AlphaScreen JMJD2A-Tudor / H3K4me3 peptide binding; Potency, µM (highest dose often 114 µM), inactives show at the top dose activity change, negative = inhibition, hits mostly inhibitors; 390,000 compounds, 4.4% hits; AID 504339; further: on the % scale 0 is the no-effect control and ±100 the full control effect; nearly all actives have a fitted effect of over 50% in size
POLB inh – blocks human DNA polymerase beta activity; P06746; Pol beta primer extension/strand displacement, fluorescence kinetic; Potency, µM (titrated, usually from 114 µM), for inactives: at the top dose activity change, negative = inhibition, usual class: inhibitors; 340,000 compounds, 1.3% hits; AID 485314; further: on the % scale 0 is the no-effect control and ±100 the full control effect
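Pol beta (10 nM) was preincubated with compound for 15 min at room temperature. The reaction was then started with 50 nM substrate and read immediately and after a further 10 min at room temperature.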
Pol eta inh – blocks human DNA polymerase eta activity; Q9Y253; recombinant Pol eta, fluorescent DNA replication assay; Potency, µM (highest dose often 114 µM), without a hit: at the top dose activity change, negative = inhibition, actives largely listed as inhibitors; 390,000 compounds, 1.2% hits; AID 588591; further: on the % scale 0 is the no-effect control and ±100 the full control effect
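Fluorescent replication assay: 50 nM final substrate added after a 15 min room-temperature compound preincubation with 10 nM enzyme. Signal taken at 0 min and again at 10 min.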
BLM inh – Bloom syndrome helicase (human) inhibition; P54132; recombinant BLM DNA unwinding, fluorescence dequenching; Potency, µM (titrated, usually from 56.1 µM), without a hit: top-dose activity change, negative = inhibition, actives largely listed as inhibitors; 350,000 compounds, 0.2% hits;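 further: plate controls were vehicle for no effect and no enzyme for full effect; nearly all actives have a fitted effect of over 35% in size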
The depositor's hits bear a star; ? = inconclusive; . = not tested or not shown; [ ] = dose if it differs, or a comment. The call rests on the fitted dose curve; in most records, active means well fitted curve in the direction sought with a large enough effect; inconclusive means small, poorly fitted or top-dose-only effect, or another doubt; inactive means no such curve, though single readings can be large; an effect the other way counts as inactive or inconclusive. Potency means the concentration at half of the fitted maximal effect. The list is partial; rates above refer to the full screens.

1	Cc1ccc(C(=O)N(CC(=O)NC2CCCC2)c2ccc3c(c2)OCCO3)s1
2	Cc1cc(NS(=O)(=O)c2ccc(NC(=O)C(C)N3C(=O)c4ccccc4C3=O)cc2)nc(C)n1 (stereo not given)
3	C[C@]12c3[nH]c4ccccc4c3CCN1C(=O)C(CC(=O)NCCN1CCOCC1)C[C@@H]2C(=O)N1CCOCC1 (stereo not given in full)
4	CCc1ccc(-c2csc3ncn(CC(=O)N4CCOCC4)c(=O)c23)cc1
5	Cc1ccc[n+](CC(=O)c2ccc(Br)cc2)c1
6	Cc1ccc(S(=O)(=O)N2CCOCC2)cc1NC(=O)COC(=O)Cn1c(C)csc1=O
assay / compound | 1 | 2 | 3 | 4 | 5 | 6
G9a block | -3% | -3%[12.7 µM] | . | -12% | -4%[59 µM] | -39%
Pol iota inh | 24% | 8% | -13% | 3% | 20% | 16%
APEX1 inh | 11% | 0% | ? | 4% | 19% | 35%
Pol kappa inh | -1% | -4% | -7% | -16% | -6% | -3%
BAZ2B inh | -3% | 5% | . | 4% | 5% | -14%
JMJD2A Tudor inh | -11% | -12% | -12% | -10% | -12% | -12%
POLB inh | 32% | -2% | . | 2% | 40% | .
Pol eta inh | -13% | 1% | 3% | 3% | -6% | -27%
BLM inh | -4% | 2% | . | 1% | 0% | .

Taken from above.
cpd 6 in APEX1 inh = 35%
cpd 5 in BLM inh = 0%
cpd 1 in G9a block = -3%

Further records.
7	CCOC(=O)c1cnc(SCC(=O)OCC(=O)N(CC)C2CCS(=O)(=O)C2)nc1N (stereo not given)
8	CCc1sc(NC(=O)CCC(=O)O)nc1-c1cc2ccccc2oc1=O
9	Cc1c(C(=O)O)sc2nc(-c3cccs3)cc(C(F)(F)F)c12
10	CC1CC(C)CN(CC(=O)Nc2ccc(S(N)(=O)=O)cc2)C1 (stereo not given)
11	Cc1cccc(C)c1OCC(=O)N(Cc1cccs1)C1CCS(=O)(=O)C1 (stereo not given)
12	CC(C)(C)c1ccc(/C=C2/SC(N3CCCC3)=NC2=O)cc1
assay / compound | 7 | 8 | 9 | 10 | 11 | 12
G9a block | ? | ? | 7% | -8%[12.7 µM] | ? | .
Pol iota inh | 23% | 3% | -16% | -6% | 3% | 37%[activator]
APEX1 inh | 30% | -1% | 16% | -8% | -2% | 10%
Pol kappa inh | -7% | -11% | -4% | -6% | -15% | -13%
BAZ2B inh | 5% | 11% | 4% | -1% | 2% | -37%
JMJD2A Tudor inh | -8% | -1% | -1% | -16% | -11% | -31%
POLB inh | . | 29% | ? | 1% | 14% | 1%
Pol eta inh | -10% | -3% | ? | 4% | 10% | -9%
BLM inh | . | -3% | -9% | 1% | 0% | -3%

Values by screen from the entries so far:
APEX1 inh, entries 7–12 → 30%, -1%, 16%, -8%, -2%, 10%

(further entries)
13	COc1ccc(/C=N\N2CCN(Cc3ccccc3Cl)CC2)cc1
14	CN(C)S(=O)(=O)c1cccc(C(=O)C2=C3SC=C(c4ccccc4)N3CC2)c1
15	O=C(CSc1nnnn1-c1ccc(F)cc1)c1ccc(O)c(O)c1
16	CCCCN1C(=O)CN(C2CCCCCC2)C(=O)C1c1ccc(OCC)c(OC)c1 (stereo not given)
17	COCCSc1nnc(NS(=O)(=O)c2ccc(F)cc2)s1
18	O=C1NC(=O)C2(CCCCCCC2)N1
assay / compound | 13 | 14 | 15 | 16 | 17 | 18
G9a block | 13µM* | ? | ? | 2%[59 µM] | 32µM* | .
Pol iota inh | -11% | ? | ? | 8% | 15% | 3%
APEX1 inh | 34% | 9% | 6% | . | -2% | .
Pol kappa inh | -2% | -11% | ? | -2%[60.1 µM] | -13% | -5%
BAZ2B inh | ? | -13% | 45µM* | -1% | -27% | .
JMJD2A Tudor inh | ? | -7% | ? | -14% | -12% | -1%
POLB inh | 2% | 34% | 13µM* | 7% | -24% | .
Pol eta inh | -15% | -2% | ? | -2% | -7% | -17%
BLM inh | -5% | -7% | -1% | -3% | 0% | .

19	O=[N+]([O-])c1ccc(-c2c(-c3ccccc3)ncc3ccc(F)cc23)cc1
20	COc1ccc(/C=N/NC(=O)c2ccc(CN3c4cccc5cccc(c45)S3(=O)=O)cc2)cc1
21	COc1cccc(-c2cncnc2NCc2cccc(C)c2)c1
22	CC(C)(O)C#Cc1ccccc1C(=O)NC(CC(N)=O)C(=O)O (stereo not given)
23	Cc1c(C(=O)N2CCCCC2)c(S(=O)(=O)NCCc2ccc(S(N)(=O)=O)cc2)c(C)n1C
24	Cc1cnc(NC(=O)C2CC(=O)N(c3cccc(Cl)c3)C2)s1 (stereo not given)
assay / compound | 19 | 20 | 21 | 22 | 23 | 24
G9a block | -5%[0.501 µM] | 19%[59 µM] | 2%[0.501 µM] | -1%[59 µM] | -3%[59 µM] | 46%
Pol iota inh | ? | 107%[activator] | . | -10% | 17% | 8%
APEX1 inh | 11% | -4% | -3% | 3% | 21% | 7%
Pol kappa inh | 13% | -2% | -5%[60.1 µM] | -20% | 0% | 8%
BAZ2B inh | ? | -3% | . | -2% | -18% | -3%
JMJD2A Tudor inh | ? | 1% | . | -14% | -11% | 8%
POLB inh | . | 22% | . | 32% | 87% | 47%
Pol eta inh | -9% | -20% | . | -9% | -13% | -7%
BLM inh | . | -4% | 3% | -2% | 0% | -2%

Ordered by length of the SMILES (high to low): some entries from above
23	Cc1c(C(=O)N2CCCCC2)c(S(=O)(=O)NCCc2ccc(S(N)(=O)=O)cc2)c(C)n1C
19	O=[N+]([O-])c1ccc(-c2c(-c3ccccc3)ncc3ccc(F)cc23)cc1
21	COc1cccc(-c2cncnc2NCc2cccc(C)c2)c1
assay / compound | 23 | 19 | 21
G9a block | -3%[59 µM] | -5%[0.501 µM] | 2%[0.501 µM]
Pol iota inh | 17% | ? | .
APEX1 inh | 21% | 11% | -3%
Pol kappa inh | 0% | 13% | -5%[60.1 µM]
BAZ2B inh | -18% | ? | .
JMJD2A Tudor inh | -11% | ? | .
POLB inh | 87% | . | .
Pol eta inh | -13% | -9% | .
BLM inh | 0% | . | 3%

New compounds follow.
25	Brc1ccccc1-c1nnc(COc2ncnc3c2cnn3-c2ccccc2)o1
26	O=C(Nc1cc([N+](=O)[O-])ccc1Cl)c1cccnc1
27	Cc1ccc(-c2cc(C(=O)NCc3ccccn3)c3ccccc3n2)cc1
28	COc1cccc(C(=O)N2CCN(c3ccccn3)CC2)c1
29	O=c1c2c(nc3nc(SCc4ccccc4)[nH]n13)CCC2
30	CS(=O)(=O)N(CC(=O)Nc1cccc([N+](=O)[O-])c1)c1ccccc1F
assay / compound | 25 | 26 | 27 | 28 | 29 | 30
G9a block | . | -11%[0.501 µM] | -1%[59 µM] | -10% | -2%[59 µM] | 7%
Pol iota inh | 10% | 2% | 0% | 106%[activator] | -9% | 19%
APEX1 inh | -8% | 1% | 0% | 26% | 10% | -7%
Pol kappa inh | -5% | -9% | -20% | -9% | -10% | -19%
BAZ2B inh | 7% | 7% | 1% | -6% | 5% | -22%
JMJD2A Tudor inh | -5% | -14% | -24% | -12% | -1% | -27%
POLB inh | 2% | 23% | -12% | 7% | 3% | -12%
Pol eta inh | -5% | -20% | -3% | -25% | -6% | -19%
BLM inh | -8% | 2% | 0% | -15% | -6% | -1%

Structural class, those above with a nitro group on carbon.
19	O=[N+]([O-])c1ccc(-c2c(-c3ccccc3)ncc3ccc(F)cc23)cc1
26	O=C(Nc1cc([N+](=O)[O-])ccc1Cl)c1cccnc1
30	CS(=O)(=O)N(CC(=O)Nc1cccc([N+](=O)[O-])c1)c1ccccc1F
assay / compound | 19 | 26 | 30
G9a block | -5%[0.501 µM] | -11%[0.501 µM] | 7%
Pol iota inh | ? | 2% | 19%
APEX1 inh | 11% | 1% | -7%
Pol kappa inh | 13% | -9% | -19%
BAZ2B inh | ? | 7% | -22%
JMJD2A Tudor inh | ? | -14% | -27%
POLB inh | . | 23% | -12%
Pol eta inh | -9% | -20% | -19%
BLM inh | . | 2% | -1%

The list continues.
31	Cc1csc(SCC(=O)Nc2c(C)n(C)n(-c3ccccc3)c2=O)n1
32	C=CCNc1oc(COc2ccc(C)cc2)nc1C#N
33	CN(C)S(=O)(=O)c1ccc(C(=O)Nc2ccc(OCC(=O)N3CCOCC3)cc2)cc1
34	O=C(Nc1nc2c(Cl)cccc2s1)c1ccc(Br)o1
35	COCC1CCN(C(=O)c2cc(COc3ccc4ncccc4c3)on2)CC1
36	CC(C)NC(=O)Cn1nnc(-c2ccc(Cl)cc2)n1
assay / compound | 31 | 32 | 33 | 34 | 35 | 36
G9a block | -8%[59 µM] | ? | 9% | -42%[12.7 µM] | . | -3%
Pol iota inh | -6% | -18% | -7% | 30%[activator] | 102%[activator] | 20%
APEX1 inh | -9% | -4% | 2% | -4% | 3% | -8%
Pol kappa inh | -10% | 11% | -6% | -18% | 0% | -6%
BAZ2B inh | -3% | 2% | 21% | -34% | -1% | -2%
JMJD2A Tudor inh | 5%[57.1 µM] | -17% | -9% | -3% | 16µM* | -9%
POLB inh | 0% | 3% | 3% | 3% | -16% | 4%
Pol eta inh | -9% | -15% | -3% | -7% | -24% | -16%
BLM inh | -2% | -13% | 2% | -7% | -5% | 0%

37	Cc1ccc2nc(N3CCOCC3)c(C=O)c(=O)n2c1
38	O=C(O)CNC1=NCCC1
39	CCc1ccccc1NC(=O)c1ccc2c(c1)c(C)c(C)n2Cc1ccccc1
40	O=C(Nc1cccc(F)c1)c1cccnc1
41	CC(C)C(NS(=O)(=O)c1ccc(Br)s1)C(=O)O (stereo not given)
42	CCOc1ccc(N=C2NC(=O)C(CC(=O)Nc3ccc(OC)cc3)S2)cc1 (stereo not given)
43	CC(=O)c1ccc(NC(=O)CN2C(=O)CCC2=O)cc1
assay / compound | 37 | 38 | 39 | 40 | 41 | 42 | 43
G9a block | -14%[12.7 µM] | -14%[12.7 µM] | ? | -8% | ? | -11% | .
Pol iota inh | 18% | . | 2% | -11% | -4% | 5% | 105%[activator]
APEX1 inh | -5% | 11% | . | 9% | 9% | 1% | 0%
Pol kappa inh | 0% | . | -24% | -3% | -8% | -19% | -4%
BAZ2B inh | -19% | -6% | ? | 5% | 4% | -10% | -12%
JMJD2A Tudor inh | -7% | . | ? | 9% | -17% | -21% | -4%
POLB inh | 1% | 4% | -4% | 16% | 8% | ? | -1%
Pol eta inh | -17% | . | -19% | -12% | -9% | 1% | -8%
BLM inh | 2% | -4% | -10% | -1% | -3% | -3% | -1%

Screening data (PubChem BioAssay)
